# Screening data deposited in PubChem by several laboratories.
# Rac1 act GTP bind = human Rac1 activated mutant GTP binding change; P63000; GST-Rac1 activated beads, fluorescent GTP binding, flow cytometry; actives lie on both sides; 100% means binding = to untreated wells; percent activity (GTP binding), % at 10 µM; 190,000 tested, 0.11% active; AID 764;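 active means GTP binding at least 20 percentage points away from the 100% baseline, in either direction, so actives lie on both sides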
# Rab2A wt mod = changes GTP binding to wildtype dog Rab2A, up or down; GTP binding activity, % at 10 µM; 190,000 tested, 0.19% active; P61105; AID 760; GST-Rab2 wt beads, Bodipy-GTP binding, flow cytometry;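 active means GTP binding activity at least 20 points away from 100%, either lowered or raised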;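 further: 0% = beads with excess unlabeled GTP and 100% = no-compound control corrected for plate trend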
# Mcl1-Noxa inh = disrupts binding of human Mcl-1 to Noxa peptide | Q07820 | TR-FRET Mcl-1/Noxa peptide binding, 2 h | inhibition, % at 21.7 µM | 220,000 tested, 1.5% active;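 active means compounds that cut the protein-peptide binding signal by more than 50% relative to plate controls in a single-dose test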;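 further: His-tagged Mcl-1 with rhodamine Noxa BH3 peptide and terbium anti-His antibody; 0% = Mcl-1 plus Noxa peptide wells and 100% = peptide-only wells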
# Avidin bead fluor = compound fluoresces at 488/530 nm on avidin beads | 220,000 tested, 0.38% active | fluorescence (KMESF) at 10 µM | compound fluorescence 488/530 nm, flow cytometry; active compounds read high; in the data active means fluorescence above about 47; further: inactives centre near 10
# ABCB1 inh = inhibitors of human ABCB1 transporter, ABCG2 counter-screen; P08183; CCRF-Adr cells, JC-1 efflux, flow cytometry; inhibition, % at 6.6 µM; 190,000 tested, 0.067% active; in the data active means inhibition above about 40%;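 further: 0% = vehicle and 100% = reference inhibitor; higher value means more JC-1 retained so stronger ABCB1 efflux block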
# Rac1 wt GTP bind = modulators of human Rac1 wildtype GTP binding; P63000; 190,000 tested, 0.27% active; GTP binding activity (% of control), % at 10 µM; GST-Rac1 beads, fluorescent GTP binding, flow cytometry; actives lie on both sides; 0 = cold GTP competed, 100 = untreated;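 active means GTP binding activity at least 20 points away from the 100% control level, either lower or higher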
# Pf gamet viab = kills late stage P. falciparum gametocytes | P. falciparum stage V gametocytes, ATP luminescence, 24 h | inhibition, % at 10.9 µM | 150,000 tested, 0.065% active;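 active means inhibition above the mean plus 3 SD of compounds within the control limits, set per campaign, cut at about 38% in these data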;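 further: 0% = DMSO wells and 100% = medium only without gametocytes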
# Cdc42 wt = modulators (inhibitors or activators) of GTP binding to human Cdc42 wildtype. P60953. GST-Cdc42 beads, Bodipy-GTP binding, flow cytometry; actives lie on both sides. percent activity (GTP binding), % at 10 µM. 190,000 tested, 0.2% active. AID 761;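 active means percent activity GTP binding at least 20 points away from the 100% baseline, either down as inhibitor or up as activator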;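 further: median bead fluorescence of bound Bodipy-FL-GTP at 100 nM; 0% = excess unlabeled GTP control and 100% = no compound control; below 100% means less GTP binding so inhibitor and above means activator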
# Target sequence (P60953 whole entry, looked up): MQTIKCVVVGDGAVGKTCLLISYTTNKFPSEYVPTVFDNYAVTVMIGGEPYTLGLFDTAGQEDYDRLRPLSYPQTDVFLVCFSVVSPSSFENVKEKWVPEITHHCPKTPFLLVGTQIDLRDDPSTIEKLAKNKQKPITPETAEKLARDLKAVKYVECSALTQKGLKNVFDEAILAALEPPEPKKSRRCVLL
# HRas wt GTP bind = human HRas wildtype GTP binding, change in either direction; P01112; GST-Ras wt beads, Bodipy-FL-GTP binding, flow cytometry; actives lie on both sides; GTP binding activity, % at 10 µM; 190,000 tested, 0.14% active;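 active means GTP binding activity at least 20% away from the 100% baseline, either lowered as inhibitor or raised as activator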;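 further: 0% = unlabeled GTP competition control and 100% = no-compound control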
# Target sequence (P01112 whole entry, looked up): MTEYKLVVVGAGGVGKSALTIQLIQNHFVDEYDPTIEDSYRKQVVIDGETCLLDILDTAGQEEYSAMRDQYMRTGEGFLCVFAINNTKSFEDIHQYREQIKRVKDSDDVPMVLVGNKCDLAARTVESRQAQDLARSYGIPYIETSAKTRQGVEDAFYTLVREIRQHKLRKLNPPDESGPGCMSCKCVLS
# ABCG2 inh = inhibitors of human ABCG2 transporter, ABCB1 counter-screen; Q9UNQ0; IgMXP3 cells, JC-1 efflux, flow cytometry; inhibition, % at 6.6 µM; 190,000 tested, 0.1% active;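 active means inhibition above 80%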;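 further: 0% = DMSO and 100% = nicardipine control wells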
# Target sequence (Q9UNQ0 whole entry, looked up): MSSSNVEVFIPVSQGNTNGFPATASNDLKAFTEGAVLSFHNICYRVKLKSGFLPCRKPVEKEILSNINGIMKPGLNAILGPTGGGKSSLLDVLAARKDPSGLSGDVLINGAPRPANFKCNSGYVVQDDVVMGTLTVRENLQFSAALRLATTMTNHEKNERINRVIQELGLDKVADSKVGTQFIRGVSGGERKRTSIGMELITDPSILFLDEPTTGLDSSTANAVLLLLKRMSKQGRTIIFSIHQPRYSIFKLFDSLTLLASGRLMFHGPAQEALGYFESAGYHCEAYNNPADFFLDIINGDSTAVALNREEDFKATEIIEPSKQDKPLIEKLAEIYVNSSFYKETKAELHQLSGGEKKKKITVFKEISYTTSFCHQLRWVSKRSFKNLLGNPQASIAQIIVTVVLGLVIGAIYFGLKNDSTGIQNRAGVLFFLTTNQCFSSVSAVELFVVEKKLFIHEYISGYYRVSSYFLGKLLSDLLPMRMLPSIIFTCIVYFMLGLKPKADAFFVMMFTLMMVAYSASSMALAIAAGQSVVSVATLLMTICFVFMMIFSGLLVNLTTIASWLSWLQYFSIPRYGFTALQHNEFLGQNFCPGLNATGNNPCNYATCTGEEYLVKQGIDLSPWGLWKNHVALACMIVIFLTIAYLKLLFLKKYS
#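 Incubation: cells with compound and JC-1, 10 min at 25 °C, rotating, no wash / Test system: IgMXP3 (ABCG2) plus far-red-tagged CCRF-Adr (ABCB1) cells / Compound dosing: one concentration, 6.6 µM final / Also added: JC-1 fluorescent substrate / Evaluation: efflux inhibition in percent versus controls / Detection: flow cytometry, 530 nm JC-1 signal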
# Rab7 wt GTP bind = modulators of GTP binding to dog Rab7 wildtype GTPase; GTP binding activity (percent of control), % at 10 µM; 190,000 tested, 0.055% active; GST-Rab7 beads, fluorescent GTP binding, flow cytometry; actives lie on both sides; untreated = 100%, excess cold GTP = 0%; AID 758;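 active means fluorescent GTP binding to Rab7 beads changed by at least 20 points from the 100% baseline, either direction, mostly lower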;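 further: median green fluorescence of bound Bodipy-FL-GTP per Rab7 bead population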
# * hit, by the source's call; x = no result given.
# Results follow in this order: Rac1 act GTP bind	Rab2A wt mod	Mcl1-Noxa inh	Avidin bead fluor	ABCB1 inh	Rac1 wt GTP bind	Pf gamet viab	Cdc42 wt	HRas wt GTP bind	ABCG2 inh	Rab7 wt GTP bind
- COc1ccc(OC)c(-n2cnc3cc(C(=O)O)ccc32)c1
→ 97	98	25	16	1.1	97	1	100	98	6	97
- Cc1cc2c3c(c1)C1(SCC(=O)N1c1ccc(F)cc1)C(=O)N3C(C)(C)CC2C (stereo not given)
→ 97	98	-37	7	18	102	2	97	101	7	99
- Cc1ccccc1Cc1c(C)nc2c(C(=O)NCc3ccco3)cnn2c1C
→ 99	99	15	8	0.9	94	x	95	97	1	97
- Clc1ccc(Cl)c(-c2nn3c(COc4ccccc4)nnc3s2)c1
→ 92	93	-1	5	-0.8	93	11	90	94	-1	95
- CCN(CC)CCCN(Cc1cc2cc3c(cc2[nH]c1=O)OCO3)C(=S)Nc1ccc(OC)cc1
→ 96	98	11	13	0.0	101	x	100	99	-1	98
- CC(=O)Nc1ccc(NS(=O)(=O)c2ccc(Cl)c(C(=O)O)c2)cc1
→ 93	96	-5	13	1.0	96	x	97	99	1	98
- O=C(N1CCOCC1)n1cnc2ccccc21
→ 99	98	-25	4	-0.2	109	x	103	102	2	100
- Clc1cccc(Oc2cnns2)c1Cl
→ 99	100	-30	13	-0.6	104	3	103	99	4	96
- O=S(=O)(c1ccc2ccccc2c1)N1CCN(C2Cc3ccccc3C2)CC1
→ 100	96	21	22	1.4	100	4	98	98	19	99
- Cc1c(Cl)c([N+](=O)[O-])nn1Cc1ccc(C(=O)N/N=C\c2ccccn2)o1
→ 88	80	-17	4	7.3	75*	3	84	82	24	89
- Cc1ccc(Nc2ncnc3c2cnn3C)cc1
→ 96	99	-4	11	0.0	96	2	98	98	1	105
- COc1cccc2sc(N(C)c3ccccc3)nc12
→ 98	102	16	7	0.1	99	16	99	97	23	98
- Cc1ccc2[nH]c(=O)c(CN(CCc3ccccc3)C(=O)N3CCOCC3)cc2c1
→ 101	102	28	11	0.8	103	x	103	103	4	99
- CCN(CC)S(=O)(=O)c1cccc(C(=O)NC(Cc2c[nH]c3ccccc23)c2nnc3n2CCCCC3)c1 (stereo not given)
→ 98	100	-25	6	-0.2	98	x	98	97	-1	94
- O=C(O)CCC(=O)NCc1ccc(F)cc1
→ 100	96	9	6	1.2	104	x	97	98	-1	96
- O=C(CSc1nncn1-c1ccccc1)NC1CCCc2ccccc21 (stereo not given)
→ 97	97	27	0	0.2	99	-10	101	99	8	99
- COc1cc(C(C2=C(O)CC(C)(C)CC2=O)C2C(=O)CC(C)(C)CC2=O)cc(OC)c1OC (stereo not given)
→ 96	102	18	9	-0.4	102	-22	97	101	-1	106
- COc1ccc(Cc2nc(-c3ccc(Br)cc3)no2)cc1
→ 98	98	58*	7	0.1	103	x	98	100	0	99
- Cc1cc(C)cc(NC(=O)c2cc(S(=O)(=O)NCc3ccco3)ccc2F)c1
→ 100	101	-105	24	0.0	106	20	105	101	0	100
- Cc1cc(C(=O)Cn2ncc(Cl)c(Cl)c2=O)c(C)n1CC(F)(F)F
→ 100	98	31	10	0.2	101	-28	98	97	1	98
- S=C(NCC(c1cccnc1)N1CCOCC1)NC1CCCCC1 (stereo not given)
→ 97	95	7	12	0.1	91	11	97	94	0	96
- CSc1ccccc1C(=O)NCC(c1ccco1)N1CCCCC1 (stereo not given)
→ 95	98	18	12	-2.2	98	-4	97	99	-1	106
- Cc1oc(-c2cccs2)nc1CSCC(=O)NC1CC1
→ 99	102	-2	13	0.2	107	x	106	102	13	96
- COCCn1c(SCc2csc(-c3ccccc3)n2)nc2ccccc21
→ 100	100	-11	34	3.3	108	x	100	102	80	97
- O=C(Nc1nc(-c2ccccn2)cs1)c1ccc(Cl)s1
→ 102	103	-82	8	0.6	109	x	103	101	5	103
- Cc1cccnc1NC(=O)/C=C/c1ccc2c(c1)OCO2
→ 100	105	-7	8	0.1	107	x	104	104	1	102
- CCNC(=S)NN(c1ccccc1)c1ccccc1
→ 98	103	2	13	0.2	96	14	101	102	0	100
- Cc1nn(CCCC(=O)NCc2ccccc2)c(C)c1[N+](=O)[O-]
→ 100	100	8	14	1.5	105	3	101	103	15	101
- CC(=O)Nc1sc2c(c1C(c1ccccn1)N1CCCC1)CCCC2 (stereo not given)
→ 94	96	10	11	-0.7	96	15	97	95	-3	95
- CN1CCN(C(=O)Nc2cccc3ccccc23)CC1
→ 94	93	1	33	0.1	95	x	97	96	0	93

# Structural class: the compounds so far with a thiophene ring, fused or not (three)
# Results follow in this order: Rac1 act GTP bind	Rab2A wt mod	Mcl1-Noxa inh	Avidin bead fluor	ABCB1 inh	Rac1 wt GTP bind	Pf gamet viab	Cdc42 wt	HRas wt GTP bind	ABCG2 inh	Rab7 wt GTP bind
- Cc1oc(-c2cccs2)nc1CSCC(=O)NC1CC1
→ 99	102	-2	13	0.2	107	x	106	102	13	96
- O=C(Nc1nc(-c2ccccn2)cs1)c1ccc(Cl)s1
→ 102	103	-82	8	0.6	109	x	103	101	5	103
- CC(=O)Nc1sc2c(c1C(c1ccccn1)N1CCCC1)CCCC2 (stereo not given)
→ 94	96	10	11	-0.7	96	15	97	95	-3	95

# (more compounds)
# Results follow in this order: Rac1 act GTP bind	Rab2A wt mod	Mcl1-Noxa inh	Avidin bead fluor	ABCB1 inh	Rac1 wt GTP bind	Pf gamet viab	Cdc42 wt	HRas wt GTP bind	ABCG2 inh	Rab7 wt GTP bind
- CC(/C=N/NC(=O)c1nn(C)c(C)c1Br)=C\c1ccccc1
→ 102	100	2	15	0.1	104	10	99	101	4	98
- O=C1C2CCCN2C(c2ccc(F)cc2)N1c1nccs1 (stereo not given)
→ 98	101	24	11	-0.1	103	x	99	99	0	102
- CCOC(=O)c1sc(N(Cc2ccccc2)C(=O)CSc2ncn[nH]2)nc1C
→ 101	104	-14	9	0.3	105	-22	103	102	0	103
- CC(=O)c1ccc(NS(=O)(=O)Cc2ccc(Cl)cc2)cc1
→ 94	95	12	6	0.1	97	-4	97	97	1	97
- COc1cc(C2CC(=O)c3c([nH]c(C(=O)OCCOC(C)C)c3C)C2)cc(OC)c1OC (stereo not given)
→ 99	98	-12	5	-1.4	105	x	99	99	0	95
- O=C(C1CCCCC1)N1CCN=C1SCc1cccc([N+](=O)[O-])c1
→ 98	97	0	4	0.8	98	7	98	96	17	94
- Cc1cc(NC(=O)c2cc(-c3ccc(C)s3)nc3ccccc23)no1
→ 99	97	13	8	0.8	101	x	98	98	7	99
- O=C1Nc2ccccc2C1(O)Cc1ccncc1 (stereo not given)
→ 98	100	20	6	1.4	105	-2	100	100	14	96
- COc1ccc(C)cc1NC(=O)C(=O)NNC(=O)COc1ccc(Cl)cc1
→ 95	96	0	10	0.7	100	6	94	99	7	99
- CCN1CCN(c2nc3c(c(=O)[nH]c(=O)n3C)n2CCCc2ccccc2)CC1
→ 98	96	-3	11	0.5	102	4	99	95	2	94
- CCOC(=O)c1sc(=S)n(-c2ccccc2)c1N(C(C)=O)C(C)=O
→ 96	97	10	15	0.4	99	-6	97	97	0	102
- COc1cc(OC)c(C(=O)OC(C)C(=O)Nc2cc(C(F)(F)F)ccc2Cl)cc1OC (stereo not given)
→ 98	101	3	14	1.6	101	15	103	100	29	100
- Cc1ccc(OCC(=O)Nn2c(C)nc3ccccc3c2=O)c(C(C)C)c1
→ 96	98	2	12	0.3	104	x	99	99	-1	98
- O=C(Nc1ccc(Cl)cc1)Nc1nnc(SCc2ccc(Cl)cc2)s1
→ 98	100	-10	11	-1.0	102	-6	103	100	-18	102

# Entries from the list above that have four or more nitrogen atoms (13):
# Results follow in this order: Rac1 act GTP bind	Rab2A wt mod	Mcl1-Noxa inh	Avidin bead fluor	ABCB1 inh	Rac1 wt GTP bind	Pf gamet viab	Cdc42 wt	HRas wt GTP bind	ABCG2 inh	Rab7 wt GTP bind
- Cc1ccccc1Cc1c(C)nc2c(C(=O)NCc3ccco3)cnn2c1C
→ 99	99	15	8	0.9	94	x	95	97	1	97
- Clc1ccc(Cl)c(-c2nn3c(COc4ccccc4)nnc3s2)c1
→ 92	93	-1	5	-0.8	93	11	90	94	-1	95
- CCN(CC)CCCN(Cc1cc2cc3c(cc2[nH]c1=O)OCO3)C(=S)Nc1ccc(OC)cc1
→ 96	98	11	13	0.0	101	x	100	99	-1	98
- Cc1c(Cl)c([N+](=O)[O-])nn1Cc1ccc(C(=O)N/N=C\c2ccccn2)o1
→ 88	80	-17	4	7.3	75*	3	84	82	24	89
- Cc1ccc(Nc2ncnc3c2cnn3C)cc1
→ 96	99	-4	11	0.0	96	2	98	98	1	105
- CCN(CC)S(=O)(=O)c1cccc(C(=O)NC(Cc2c[nH]c3ccccc23)c2nnc3n2CCCCC3)c1 (stereo not given)
→ 98	100	-25	6	-0.2	98	x	98	97	-1	94
- O=C(CSc1nncn1-c1ccccc1)NC1CCCc2ccccc21 (stereo not given)
→ 97	97	27	0	0.2	99	-10	101	99	8	99
- S=C(NCC(c1cccnc1)N1CCOCC1)NC1CCCCC1 (stereo not given)
→ 97	95	7	12	0.1	91	11	97	94	0	96
- Cc1nn(CCCC(=O)NCc2ccccc2)c(C)c1[N+](=O)[O-]
→ 100	100	8	14	1.5	105	3	101	103	15	101
- CC(/C=N/NC(=O)c1nn(C)c(C)c1Br)=C\c1ccccc1
→ 102	100	2	15	0.1	104	10	99	101	4	98
- CCOC(=O)c1sc(N(Cc2ccccc2)C(=O)CSc2ncn[nH]2)nc1C
→ 101	104	-14	9	0.3	105	-22	103	102	0	103
- CCN1CCN(c2nc3c(c(=O)[nH]c(=O)n3C)n2CCCc2ccccc2)CC1
→ 98	96	-3	11	0.5	102	4	99	95	2	94
- O=C(Nc1ccc(Cl)cc1)Nc1nnc(SCc2ccc(Cl)cc2)s1
→ 98	100	-10	11	-1.0	102	-6	103	100	-18	102
